Compound activity deposited in PubChem by several laboratories.
Dynein transport – dynein cargo transport inhibition. 220,000 compounds, 0.47% hits. 3617.4 mouse cells, GR-EGFP nuclear translocation imaging; test concentration mostly 20 µM; stimulated with dexamethasone, 1 µM; hits give low values. z-score, hits read low. AID 1381;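 active means plate z-score of nuclear minus cytoplasmic receptor signal below a set negative limit, without overly bright fluorescence or cell loss, cut at about -3.5 in these data, passing the limit was not always enough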;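 further: z-score of nuclear minus cytoplasmic ring GR-EGFP intensity difference per well; some compounds called inactive have numbers as strong as hits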
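Buffer or medium: Induction medium lacking tetracycline, stripped serum | Also added: Dexamethasone agonist, 1.0 µM final, for 30 min | Timing: 48 h induction, 1 h compound, 30 min dex at 37 °C | Detection: Formaldehyde fixation, Hoechst nuclear stain, 10x automated fluorescence imaging | Measure: Nuclear versus cytoplasmic GR-EGFP signal, averaged per well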
bCat nuc transl – modulators of beta-catenin nuclear translocation; HeLa beta-catenin nuclear translocation, immunofluorescence imaging; nuclear translocation activity, % at 5 µM; 190,000 compounds, 0.3% hits;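 active means nuclear translocation activity above 50% at 5 µM, with a well cell count of 50 or more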;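 further: per-cell ratio of nuclear to cytoplasmic median beta-catenin stain intensity; plate controls were DMSO negative control for no effect and GSK-3 inhibitor IX positive control for full effect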
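Assay system: human HeLa cells, native beta-catenin; doses: 5 µM primary, 0.02–20 µM confirmation; incubation: compound treatment 24 h, 37°C, 5% CO2; technique: fluorescence imaging of beta-catenin antibody stain plus DAPI; measure: % activation, nuclear-to-cytoplasmic median beta-catenin signal ratio per cell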
T cell HTS – T cell immune modulation candidate. 2C CD8+ T cell-vesicle binding, flow cytometry; hits give low values. calls only at 7 µM. 330,000 compounds, 0.068% hits. AID 2052;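 active means response, share of CD8 T cells binding vesicles, and their 90th percentile fluorescence all below set limits, cut at about 80% in these data, passing the limit was not always enough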
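Test system: purified 2C TCR transgenic mouse naive CD8+ T cells. Probe or stimulus: QL9-peptide-loaded Drosophila micro-vesicles bearing Ld, ICAM-1 and B7-1. Incubation: binding step 1.5 h, 37 °C, antibody labelling 20 min, ice. Measured by: flow cytometry of vesicle-bound cells.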
Autophagy mod – autophagy modulation, high-content screen | 190,000 compounds, 0.98% hits | MEF GFP-LC3 puncta imaging; test concentration mostly 10 µM | calls only at 10 µM (by protocol);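 active means percentage of spot-positive cells more than 3 SD above its plate mean, without a fluorescence outlier flag or 80% toxicity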;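 further: spot-positive cell cutoff set from DMSO-treated cells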
ER stress rescue – protection against thapsigargin-triggered cell killing – 384-well, CSM14.1, ATP luminescence, primary screen (AID 1222); CSM14.1 thapsigargin-induced death rescue, ATP luminescence; higher % means a stronger effect; cellular ATP content (survival), % at 20 µM; hits with a dose series show EC50 in µM; 190,000 tested, under 10 active;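 active means EC50 below 50 µM in the dose-response confirmation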;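 further: death triggered by thapsigargin at about 15 µM added after 2 h compound pretreatment; cell ATP read after overnight thapsigargin exposure of roughly 18 to 22 hours; normalized against plate controls of thapsigargin alone and 5% DMSO vehicle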
Lipid droplet – modulators of hepatic lipid droplet formation; inhibition, % at 6.5 µM; 240,000 compounds, 0.4% hits; AID 1656; AML12 mouse hepatocytes, oleate lipid droplets, BODIPY imaging;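 active means lipid droplet intensity inhibited by at least 50%, with more than 500 cells counted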
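Test system: AML12 hepatocytes (mouse); reagent: oleate loading, 100 µM; dosing: one dose, 6.5 µM compound; incubation: overnight exposure; signal: fluorescence imaging, 20x objective, two fields per well; read-out basis: % inhibition of corrected integrated BODIPY droplet signal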
MT stabilizer – microtubule stabilization, imaging screen | % tubulin-high responders, % at 10 µM | 200,000 compounds, 0.83% hits | HeLa tubulin immunostaining HCS, 24 h; share of cells brighter than vehicle mean+2SD;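 active means plate Z-score above 3 for both tubulin-high and condensed-nucleus cell shares, with cell loss under 80%, at 10 µM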;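 further: anti alpha tubulin signal scored within the nucleus-defined area of each cell; some results filed as inactive read as strong as hits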
Ins promoter up – MIN6 insulin promoter up-regulation; 190,000 compounds, 0.3% hits; z-score at 5 µM; MIN6 insulin promoter-GFP reporter, high-content imaging; hits give high values;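 active means z-score above 3 at 5 µM with at least 500 cells counted in the well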
PhoP inhibition – PhoP-dependent GFP reporter repression – Salmonella Typhimurium, primary screen (AID 1863). one-dose inhibition, % at 50 µM; IC50 in µM for titrated hits. 300,000 compounds, 0.16% hits. S. Typhimurium PhoP-regulated promoter GFP reporter, 4 h; higher % means a stronger effect;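 active means inhibition over 29.93%, a cutoff 3 SD above the screen mean, later confirmed by dose response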;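 further: 0% = low Mg2+ inducing control and 100% = high Mg2+ repressing control; strong numbers were not always called active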
Dynein transport cytoplasmic EGFP – further read-out of Dynein transport, marked with its call; z-score; measured here: cytoplasmic GR-EGFP intensity; hits give high values
Dynein transport nuclear GR-EGFP – also measured in Dynein transport; calls as there; z-score; measured here: nuclear GR-EGFP intensity;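 lower value marks the stronger effect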
Dynein transport cell count – recorded beside Dynein transport, whose call it bears; z-score; measured here: cell count per field
Ins promoter up cell count – second read-out of Ins promoter up, no call of its own (marks repeat the call); cell count; measured here: cytotoxicity, nuclei count;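 total cells summed across four imaged fields per well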
Lipid droplet cells 6.5 µM – recorded beside Lipid droplet, whose call it bears; cell count; measured here: cell count, cytotoxicity flag;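 cells counted across two imaged fields per well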
bCat nuc transl cell count 5 µM – also measured in bCat nuc transl; calls as there; cell count; measured here: cell count, cytotoxicity flag
T cell HTS vesicle-bound % – also measured in T cell HTS; calls as there; double positive events, %; measured here: CD8+ vesicle-bound cell fraction;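 binding gate set so that unloaded-vesicle control wells show 10% double positive cells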
MT stabilizer Hoechst-high % – second read-out of MT stabilizer, no call of its own (marks repeat the call); % Hoechst-high responders; measured here: nuclear condensation Hoechst responders;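 share of cells brighter than vehicle mean plus two SD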
MT stabilizer cytotoxicity % – second read-out of MT stabilizer, no call of its own (marks repeat the call); toxicity, %; measured here: cytotoxicity by cell density;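 0% = mean cell density of plate MIN control wells and 100% = no cells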
Autophagy mod cell loss 18 h – second read-out of Autophagy mod, no call of its own (marks repeat the call); toxicity, %; measured here: cell loss, nuclei count;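 cell loss after 18 h compound exposure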
* marks the source's active call; other numbers are inactive results; i = inactive; / = not tested or not shown. This is a random part of the collection, and some 3% of all compounds hit somewhere here.

A first look:
SMILES	Dynein transport	Dynein transport cytoplasmic EGFP	Dynein transport nuclear GR-EGFP	Dynein transport cell count	bCat nuc transl	bCat nuc transl cell count 5 µM	T cell HTS	T cell HTS vesicle-bound %	Autophagy mod	Autophagy mod cell loss 18 h	ER stress rescue	Lipid droplet	Lipid droplet cells 6.5 µM	MT stabilizer	MT stabilizer Hoechst-high %	MT stabilizer cytotoxicity %	Ins promoter up	Ins promoter up cell count	PhoP inhibition
N/C(=N\OC(=O)COc1ccc(Br)cc1Cl)c1cccnc1	0.4	-0.2	-0.22	0.037	1.2	943	i	28	i	9	-0.5%	15	680	1.7	2.5	4.4	0.03	1308	1%
Cc1n[nH]c(C)c1CCCCOc1ccccc1	1.2	-0.27	0.98	-1.2	1.6	1039	i	22	i	-7	-0.6%	4	685	2.9	4.2	9.7	-0.6	1256	1%
COc1ccc(C2(CNC(=O)/C=C\c3ccco3)CCCC2)cc1OC	-0.25	-0.18	-0.58	0.2	-1.0	997	i	17	i	-9	-3.3%	-5	669	1.6	2.9	8.9	0.78	1868	2%

Main list, from the start:
SMILES	Dynein transport	Dynein transport cytoplasmic EGFP	Dynein transport nuclear GR-EGFP	Dynein transport cell count	bCat nuc transl	bCat nuc transl cell count 5 µM	T cell HTS	T cell HTS vesicle-bound %	Autophagy mod	Autophagy mod cell loss 18 h	ER stress rescue	Lipid droplet	Lipid droplet cells 6.5 µM	MT stabilizer	MT stabilizer Hoechst-high %	MT stabilizer cytotoxicity %	Ins promoter up	Ins promoter up cell count	PhoP inhibition
N/C(=N\OC(=O)COc1ccc(Br)cc1Cl)c1cccnc1	0.4	-0.2	-0.22	0.037	1.2	943	i	28	i	9	-0.5%	15	680	1.7	2.5	4.4	0.03	1308	1%
Cc1n[nH]c(C)c1CCCCOc1ccccc1	1.2	-0.27	0.98	-1.2	1.6	1039	i	22	i	-7	-0.6%	4	685	2.9	4.2	9.7	-0.6	1256	1%
COc1ccc(C2(CNC(=O)/C=C\c3ccco3)CCCC2)cc1OC	-0.25	-0.18	-0.58	0.2	-1.0	997	i	17	i	-9	-3.3%	-5	669	1.6	2.9	8.9	0.78	1868	2%
COc1cc(C(=O)Nc2ccc(S(=O)(=O)Nc3nccc(C)n3)cc2)c([N+](=O)[O-])cc1OC	-0.48	-0.28	-0.28	1.3	-0.9	1394	i	28	/	/	/	/	/	/	/	/	-0.2	1419	7%
Cc1cccn2c(=O)c(/C=C(\C#N)C(=O)NCc3ccco3)c(N3CCCC(C)C3)nc12 (stereo unspecified)	1.7	-0.14	0.45	-0.83	4.3	991	i	52	i	0	0.9%	-4	552	3.0	2.2	2.4	-2.1	1150	1%
O=C(Nc1ccc(F)cc1)Nc1cc(S(=O)(=O)N2CCOCC2)ccc1N1CCCC1	-0.0082	-0.31	-0.48	-0.73	4.0	766	i	53	i	-5	-2.5%	0	713	4.7	2.2	6.4	/	/	4%
CCOCCCNC(=O)c1ccc(-n2c(=S)[nH]c3ccccc3c2=O)cc1	2	-0.13	1.1	-1.9	-1.8	1027	i	26	i	-6	0.4%	3	675	1.4	2.1	2.1	/	/	3%
CC(C)CC(=O)NCc1ccc(F)cc1	-0.15	0.49	0.37	-0.15	0.3	1419	i	35	i	-1	-0.9%	/	/	2.7	1.6	9.2	1.9	1450	10%
O=C(N/N=C/c1ccc(OC(F)F)cc1OC(F)F)c1ccc(Br)cc1	1.3	-0.092	0.53	-0.8	1.3	862	i	52	i	19	-2.1%	-13	678	2.5	3.4	7.2	0	1156	-9%
COc1ccc(CNC(=O)C(C)OC(=O)C23CC4CC(CC(O)(C4)C2)C3)cc1 (stereo unspecified)	-0.88	-0.26	0.17	0.49	0.2	936	i	34	i	-33	-0.4%	5	565	3.5	1.9	6.4	/	/	8%
COC(=O)c1ccc(C2=NOC(C)(c3sc(-c4ccc(Cl)cc4)nc3C)C2)cc1 (stereo unspecified)	-0.38	-0.75	-0.14	0.5	-0.5	1365	i	6	/	/	/	56*	587*	/	/	/	0.67	786	-7%
Cc1ccccc1CS(=O)(=O)CCC(=O)NCc1ccccn1	-1.1	-0.049	-0.83	0.82	0.4	1327	i	50	i	16	-0.5%	/	/	3.6	2.1	12	-0.32	1540	8%
CCC(C)[C@H](N)c1nnc(SCC(=O)Nc2cccc(Cl)c2)o1 (stereo partly specified)	-2.2	-0.32	-1.1	3.1	-8.1	883	i	34	i	-2	-0.5%	/	/	3.5	2.6	5.3	-0.19	1440	-7%
CCC(c1nc2ccccc2c(=O)n1CCCn1ccnc1)N1C(=O)c2ccccc2C1=O (stereo unspecified)	0.26	-0.19	-0.55	-0.48	-0.1	1030	i	34	i	4	-1.0%	0	611	3.0	1.4	0.8	0.23	1699	3%
Cc1ccc2cc(C)c3nnc(SCC(=O)NCc4ccco4)n3c2c1	-0.19	-0.22	-0.18	0.1	-0.5	1464	i	24	i	-7	1.1%	/	/	1.6	1.1	3.4	0.01	1307	6%
C(=N\NC1=Nc2cccc3cccc1c23)/c1cccnc1	-0.75	-0.061	-0.36	0.011	-2.3	1063	i	34	i	-9	-3.2%	2	706	2.6	1.1	0.0	0.01	1323	-3%
Cc1nn2c(c1-c1ccccc1)NC1=C(C(=O)CCC1)C2c1ccccc1 (stereo unspecified)	0.36	-0.041	-0.12	-0.65	/	/	i	12	i	-6	3.2%	/	/	3.1	1.3	5.5	/	/	-1%
Clc1ccccc1C(c1nnnn1Cc1ccco1)N1CCN(Cc2ccco2)CC1 (stereo unspecified)	1.7	0.044	0.78	-1.6	-4.9	914	i	37	i	-45	2.2%	/	/	2.9	1.6	3.3	-1.9	1155	0%
O=C(COC(=O)Cc1ccc(Br)cc1)NC1CCCCC1	1.6	-0.31	0.49	-1.8	0.1	1162	i	36	i	5	0.1%	16	650	2.2	2.2	12	0.43	1228	4%
C=CCOc1ccc(/C=C2\SC(=S)N(N3CCOCC3)C2=O)cc1	-1.3	-0.31	-0.85	1.8	-0.3	1302	i	4	/	/	/	/	/	/	/	/	-0.36	1384	-12%
Cn1cc(CN2CCN(c3ncccn3)CC2)c(-c2cccc(Cl)c2)n1	-1.3	0.43	-0.65	4.5	0.2	1398	i	33	i	2	3.9%	9	637	3.9	1.6	2.2	-0.69	1432	1%
Cc1ccc(C)c(N2N=C(C(=O)O)CCC2=O)c1	-0.082	-0.22	-0.15	0.39	1.7	1244	i	56	/	/	/	6	657	/	/	/	0.47	992	-5%
Cc1[nH]c2ccccc2c1SCc1n[nH]c(=S)n1C	-0.088	-0.17	0.4	0.11	-0.9	1303	i	16	/	/	/	-2	727	/	/	/	0.75	1019	-10%
CCCCc1ccc(NC(=S)NCCCN2CCOCC2)cc1	0.24	-0.25	0.42	-0.27	1.3	1510	i	58	i	-35	-1.3%	/	/	2.6	2.2	13	0.2	1360	-2%
CCC(CC)=C(C#N)C(=O)NC1CCCCC1	-0.15	-0.28	0.58	0.072	-3.1	543	i	32	i	-3	-1.8%	22	689	3.3	3.3	7.5	0.33	1279	1%

Additional entries follow:
SMILES	Dynein transport	Dynein transport cytoplasmic EGFP	Dynein transport nuclear GR-EGFP	Dynein transport cell count	bCat nuc transl	bCat nuc transl cell count 5 µM	T cell HTS	T cell HTS vesicle-bound %	Autophagy mod	Autophagy mod cell loss 18 h	ER stress rescue	Lipid droplet	Lipid droplet cells 6.5 µM	MT stabilizer	MT stabilizer Hoechst-high %	MT stabilizer cytotoxicity %	Ins promoter up	Ins promoter up cell count	PhoP inhibition
CCOc1ccc(NC2=C(Cl)C(=O)N(C3CCCCC3)C2=O)cc1	0.17	-0.17	-0.095	0.22	2.8	591	i	35	i	0	0.1%	1	593	4.9	3.1	4.3	-0.24	1247	0%
Cc1ccc(-c2ccc3nnc(SCC(N)=O)n3n2)cc1	-0.47	-0.24	-0.24	0.7	0.0	920	i	30	i	-38	-0.9%	19	696	1.6	2.1	7.5	1.7	1530	-5%
COc1ccc(/C=N/N=C2/C(=O)Nc3ccccc32)cc1O	0.088	0.67	0.85	-1	-3.5	1055	i	32	i	1	0.8%	10	676	2.1	1.2	8.0	0.53	1610	1%
COCC1=C(C(=O)OC)C(c2ccco2)n2ncnc2N1 (stereo unspecified)	-0.82	-0.23	-0.39	0.74	-3.7	953	i	29	/	/	/	1	683	/	/	/	0.51	1427	-10%
CCCn1nc2cc(C(=O)NCc3ccc(OC(F)(F)F)cc3)ccc2c1OCC	1.5	-0.11	1.5	-0.11	-1.8	1169	/	/	i	-44	-1.1%	67*	687*	2.4	1.5	8.3	-0.15	1909	-9%
Cc1ccc(C)c(NC(=O)Cn2nc(C)c3ccccc3c2=O)c1	/	/	/	/	1.5	1057	i	34	/	/	-1.8%	10	780	/	/	/	1.8	716	/
COc1cccc(NC(=O)c2cc([N+](=O)[O-])ccc2NCc2cccnc2)c1	0.37	-0.29	-0.11	-0.73	3.0	1100	i	66	i	17	6.9%	-20	651	7.6	6.8	20	-0.21	1554	-4%
O=S(=O)(NCCc1ccncc1)c1ccccc1	-0.043	0.055	0.2	0.37	0.4	895	i	50	i	10	-5.3%	22	788	2.1	1.9	11	-0.29	1238	7%
